# MC4R ag barr – MC4R agonists recruiting beta-arrestin, primary screen, cell-based, luminescence, agonist arm of biased-ligand search; 360,000 compounds, 0.98% hits; U2OS MC4R beta-arrestin complementation; percent of melanotan II response, DMSO zero; AID 540308, 2011; activation, % at 8.9 µM;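 active means activation above a per-plate cutoff, the mean activation of sample wells on that plate plus 3 SD, cut at about 8% in these data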
# MC4R antag cAMP – MC4R antagonists of cAMP signaling, primary screen, cell-based, TR-FRET, antagonist arm of biased-ligand search | MC4R-expressing cells, MTII-stimulated cAMP, LANCE TR-FRET | inhibition, % at 6.5 µM | 360,000 compounds, 0.48% hits;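 active means inhibition above its plate's cutoff, the mean of tested wells on that plate plus 3 SD, cut at about 29% in these data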;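 further: 0% = Melanotan II alone and 100% = Melanotan II plus saturating MCL0020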
#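 system = U2OS cells with stable human MC4R expression | also added = Melanotan II challenge after compound preincubation | dosing = one concentration, 6.5 µM nominal | incubation = compound 30 min, challenge 1 h, detection 1 h | measured by = TR-FRET with Eu-cAMP and labeled anti-cAMP, 671 nm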
# ABHD5-PLIN5 inh – ABHD5-PLIN5 interaction inhibitors, primary screen, cell lysate, split luciferase complementation, luminescence. Perilipin-5 (Homo sapiens) + 1-acylglycerol-3-phosphate O-acyltransferase ABHD5 (Homo …. inhibition, % at 4 µM. Split G. princeps luciferase complementation, 4 h. AID 602281, 2012. 360,000 compounds, 0.78% hits;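 active means inhibition above the mean inhibition across every tested compound plus 3 SD, cut at about 22% in these data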;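 further: 0% = DMSO only wells and the 100% control is not disclosed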
# N-glyco inh – increase of ERlucT glycosylation luciferase signal, primary screen, N-linked glycosylation inhibitor project, D54 ERlucT cells, luminescence, set 2; 360,000 compounds, 0.23% hits; D54 ERlucT glycosylation luciferase reporter, 24 h; percent of 100 nM tunicamycin response; reporter increase, % at 12.5 µM;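 active means mean luciferase reporter signal, scaled so untreated is 0 and the glycosylation-blocking control 100, at or above a set limit in every replicate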;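 further: luciferase carries N-glycosylation sites so blocking glycosylation raises the light; 0% = median of neutral control wells and 100% = median of 100 nM tunicamycin wells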
# m5-HT2A agonist – mouse Htr2a agonists via beta-arrestin recruitment, primary screen, cell-based, luminescence; CHO-K1 mHTR2A beta-arrestin complementation; percent of 30 µM serotonin response; 360,000 compounds, 0.66% hits; 5-hydroxytryptamine receptor 2A (Mus musculus), P35363; activation, % at 7.6 µM; AID 624169, 2012;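 active means activation above a run cutoff, the mean activation of all tested compounds plus 3 SD, cut at about 14% in these data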;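 further: 0% = plate median of compound wells and 100% = 30 µM serotonin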
# Target sequence (P35363 whole entry, looked up): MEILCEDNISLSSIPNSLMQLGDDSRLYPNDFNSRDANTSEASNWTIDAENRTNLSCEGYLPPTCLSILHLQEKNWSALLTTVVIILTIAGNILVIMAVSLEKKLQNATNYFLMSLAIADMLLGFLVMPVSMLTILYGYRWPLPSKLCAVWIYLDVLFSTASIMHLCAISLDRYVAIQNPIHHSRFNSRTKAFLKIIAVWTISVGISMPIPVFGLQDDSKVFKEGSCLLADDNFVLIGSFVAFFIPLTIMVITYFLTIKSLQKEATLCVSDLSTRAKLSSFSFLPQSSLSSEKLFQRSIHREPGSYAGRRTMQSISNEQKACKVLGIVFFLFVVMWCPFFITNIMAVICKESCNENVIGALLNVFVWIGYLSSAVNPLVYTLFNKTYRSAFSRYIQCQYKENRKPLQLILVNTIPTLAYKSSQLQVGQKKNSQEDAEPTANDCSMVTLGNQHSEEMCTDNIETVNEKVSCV
# ABCB6 inh MLPCN – ABCB6 transporter inhibitors, primary screen, K562-ABCB6 cells, flow cytometry, MLPCN library; fluorescence ratio to DMSO, % at 10 µM; AID 602162, 2011; ATP-binding cassette sub-family B member 6 (Homo sapiens), Q9NP58; K562-ABCB6 porphyrin accumulation, 1 h; hits give low values; 360,000 compounds, 0.19% hits;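 active means fluorescence ratio to DMSO below 75%, the collection mean minus 3 SD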;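 further: signal is porphyrin accumulated inside mitochondria; 100% equals median channel fluorescence of DMSO control wells; lower ratio means ABCB6 inhibition with less porphyrin fluorescence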
# CaV13 FRET inh – Disruptors of the CACNA1D IQ motif to Ca2+-dependent inactivation inhibitor domain association, primary screening, Förster resonance energy transfer in intact living …; inhibition, % at 12.3 µM; HEK cells, CFP/YFP FRET ICDI-IQ, plate reader, 10 min; percent FRET-ratio fall versus neutral wells; 340,000 compounds, 0.098% hits; AID 743397;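 active means mean replicate inhibition of at least 30% and at least 1% of replicates passing that level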;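 further: 0% = median of the neutral control wells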
# Granule exo inh – LAMP-1 surface exposure blockers, TALL-104 cells – cell-based, flow cytometry, MLPCN library, primary screen; TALL-104 LAMP-1 surface exposure; cells stimulated with thapsigargin and PMA; 360,000 compounds, 0.66% hits; inhibition, % at 10 µM;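 active means inhibition above about 55%, limit read from the data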
# Cardio protect – cardioprotection against H2O2-induced cell death, primary screen, uHTS, H9c2 cells, ATPLite luminescence. H9c2 cardiomyocytes, H2O2 injury protection, 2 h. protection from H2O2 cell death, % at 20 µM. 360,000 compounds, 0.63% hits. AID 588492, 2011;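 active means compounds giving at least 50% protection of heart cells from peroxide-induced death in the single-dose screen, raw or plate-pattern-corrected value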;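 further: 0% = DMSO wells with peroxide and 100% = DMSO wells without peroxide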
# PDI turbidity – inhibitors of human PDI, primary screen, biochemical, turbidity, single point, plate reader. PDI insulin aggregation turbidity, A650, 90 min. inhibition, % at 10 µM. 350,000 compounds, 0.052% hits. AID 588391, 2011;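 active means mean inhibition across replicates of 30% or more, whatever share of single replicates reach that level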;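 further: absorbance from insulin aggregation driven by PDI reduction with DTT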
# Target sequence (P07237 whole entry, looked up): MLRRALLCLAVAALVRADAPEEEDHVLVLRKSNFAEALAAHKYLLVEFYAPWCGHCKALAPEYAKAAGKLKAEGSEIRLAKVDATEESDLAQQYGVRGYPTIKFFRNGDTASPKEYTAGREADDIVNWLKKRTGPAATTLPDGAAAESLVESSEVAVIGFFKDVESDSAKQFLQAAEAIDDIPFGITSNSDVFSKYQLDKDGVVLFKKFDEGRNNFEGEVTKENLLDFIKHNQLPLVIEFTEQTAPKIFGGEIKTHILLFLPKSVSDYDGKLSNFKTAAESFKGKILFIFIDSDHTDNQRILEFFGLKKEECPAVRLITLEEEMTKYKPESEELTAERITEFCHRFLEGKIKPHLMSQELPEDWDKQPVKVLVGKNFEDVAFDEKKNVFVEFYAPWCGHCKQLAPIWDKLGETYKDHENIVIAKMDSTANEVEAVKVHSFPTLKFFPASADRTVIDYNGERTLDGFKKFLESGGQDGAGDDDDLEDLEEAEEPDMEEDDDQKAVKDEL
# Starred values were filed as active, the others as inactive; · = not tested or not shown.
SMILES,MC4R ag barr,MC4R antag cAMP,ABHD5-PLIN5 inh,N-glyco inh,m5-HT2A agonist,ABCB6 inh MLPCN,CaV13 FRET inh,Granule exo inh,Cardio protect,PDI turbidity
Cc1nccc2c1[nH]c1ccccc12,-2.8,-7.1,5.0,1.0,-5.3,95.0,-3.8,-4.0,0.3,-6.6
C/C(=N\NC(=O)c1ccccc1Cl)c1c(O)n(C2CCCCC2)c(=O)[nH]c1=O,-0.9,3.5,6.3,1.6,-4.1,105.0,-2.7,-0.1,3.4,-4.4
CCCCn1c(NS(=O)(=O)c2ccc(C)cc2)c(C(=O)OCC)c2nc3ccccc3nc21,-0.9,1.2,-20.6,3.7,1.1,100.0,-1.9,0.1,-5.2,1.5
COc1ccc(C(=O)NC(=S)N2C[C@H]3C[C@H](C2)c2cccc(=O)n2C3)cc1OC,-0.5,11.9,4.2,-1.3,-0.5,101.0,·,-3.2,4.8,·
C1CN(P2(N3CC3)=NP(N3CC3)(N3CC3)=NP(N3CC3)(N3CC3)=N2)CCO1 (configuration not stated),-1.8,-5.0,-1.0,0.9,3.6,96.0,-6.4,-3.8,-3.0,-4.1
CC(C)[N+](C)(CCC(C(N)=O)(c1ccccc1)c1ccccc1)C(C)C,-0.7,-2.3,-2.7,-0.5,4.3,95.0,-5.3,2.2,-4.0,-2.2
Cn1c(O)c(C=Nc2cccc(C(F)(F)F)c2)c(=O)n(C)c1=O,-0.4,11.1,24.1*,3.6,12.0,96.0,-2.9,-5.5,3.2,2.5
CCCn1c(C(=O)c2ccccc2OC)nc2ccccc21,-2.0,5.5,2.3,0.8,-2.3,98.0,-4.3,-1.9,3.2,0.8
COc1cc(C=C2C(=O)NC(=O)NC2=O)ccc1O,0.9,11.1,-6.1,0.8,1.9,98.0,-16.2,-3.1,0.9,0.4
Cc1ccc(Cn2nc(C(=O)Nc3ccc(Br)cc3)cc2C)cc1,2.0,6.6,-1.4,1.0,-7.8,86.0,-4.3,12.4,-20.6,-5.5
CCCOC(=O)C1C2CCC(O2)C1C(=O)O (configuration not stated),-0.3,7.5,13.3,1.2,-5.7,108.0,-5.7,-4.3,-2.8,7.1
CCOc1cc2c(cc1OCC)-n1cccc1C(c1ccc(F)c(OC)c1)NC2 (configuration not stated),-0.5,0.8,-5.3,-1.6,3.7,96.0,-1.7,16.9,-5.0,-0.8
O=c1[nH]c(=O)n(-c2ccc(Cl)cc2)c(O)c1C=NCCN1CCCCC1,-1.8,4.8,-2.1,1.3,-5.0,96.0,-2.3,2.7,4.6,6.7
COc1ccc(N/N=C/c2c(O)n(-c3ccc(C)c(C)c3)c(=O)[nH]c2=O)cc1,0.9,-4.2,17.1,4.1,5.7,91.0,-6.1,0.8,-4.8,-2.5
CN1CCN(Cc2ccc3ccccc3c2)CC1,-2.0,12.4,3.2,1.0,-5.7,100.0,-0.3,-4.0,-0.9,-3.7
Cc1ccc2cc(CNCCc3ccccc3C)c(=O)[nH]c2c1,-0.1,8.5,-15.1,0.3,-7.3,97.0,-2.0,26.6,10.3,2.2
CC1([N+](=O)[O-])COP(=O)(Nc2ccccc2F)OC1 (configuration not stated),-1.8,-4.2,-1.3,0.3,3.9,94.0,-4.8,-6.2,1.7,-44.2
c1ccc(P(c2ccccn2)c2ccccn2)cc1,-2.4,22.0,3.2,1.4,4.0,94.0,-15.6,-1.3,6.3,-3.6
CCOP(=O)(OCC)C1(O)C(=O)Nc2ccccc21 (configuration not stated),-0.8,1.7,1.8,1.0,1.8,301.0,-4.7,1.9,1.4,-5.5
COc1ccc2c(c1O)C13CCN(C)C(C2)C1CCC(=O)C3 (configuration not stated),-1.4,-5.4,3.2,-0.8,4.4,95.0,-4.6,2.6,1.0,-13.2
O=C(Cc1ccccc1)N1CCN(C/C=C/c2ccccc2)CC1,-0.9,1.8,-6.9,-1.4,-10.9,105.0,·,0.5,-0.3,-1.0
CC(=O)NC1=C(N2CC2C)C(=O)C(NC(C)=O)=C(N2CC2C)C1=O (configuration not stated),0.2,-10.3,5.1,-0.2,-3.5,101.0,-5.8,5.5,2.4,12.7
Cn1c(O)c(C(=NCCN2CCCCC2)c2ccccc2Cl)c(=O)n(C)c1=O,-1.3,-0.7,-10.4,4.3,0.9,77.0,-5.6,9.2,5.0,-3.7
Cc1noc(C)c1COc1ccc(C(=O)NCC2(N(C)C)CCCCC2)cc1,-0.7,-2.4,4.9,-1.1,-9.7,100.0,-5.4,-3.2,8.1,-1.9
COc1ccc(-c2cc(-c3ccccc3)[n+](C)c(-c3ccccc3)c2)cc1,-1.6,-4.7,-7.7,7.2,3.2,90.0,-1.4,4.2,-5.2,-2.0

# Compound profiles, from the list above:
# Cn1c(O)c(C=Nc2cccc(C(F)(F)F)c2)c(=O)n(C)c1=O across the screens: MC4R ag barr: -0.4; MC4R antag cAMP: 11.1; ABHD5-PLIN5 inh: 24.1*; N-glyco inh: 3.6; m5-HT2A agonist: 12.0; ABCB6 inh MLPCN: 96.0; CaV13 FRET inh: -2.9; Granule exo inh: -5.5; Cardio protect: 3.2; PDI turbidity: 2.5
# C/C(=N\NC(=O)c1ccccc1Cl)c1c(O)n(C2CCCCC2)c(=O)[nH]c1=O across the screens: MC4R ag barr: -0.9; MC4R antag cAMP: 3.5; ABHD5-PLIN5 inh: 6.3; N-glyco inh: 1.6; m5-HT2A agonist: -4.1; ABCB6 inh MLPCN: 105.0; CaV13 FRET inh: -2.7; Granule exo inh: -0.1; Cardio protect: 3.4; PDI turbidity: -4.4

# Next part.
SMILES,MC4R ag barr,MC4R antag cAMP,ABHD5-PLIN5 inh,N-glyco inh,m5-HT2A agonist,ABCB6 inh MLPCN,CaV13 FRET inh,Granule exo inh,Cardio protect,PDI turbidity
Cc1ccc(/C=C2\C(=O)NC(=S)N(c3ccc(F)cc3)C2=O)o1,-0.4,-2.0,0.9,0.3,0.9,100.0,-5.6,3.7,9.9,13.6
O=c1[nH]c(=O)n(C2CCCCC2)c(O)c1C=NCCCn1ccnc1,0.8,-0.5,0.3,0.6,-1.2,101.0,·,-0.4,-4.4,-3.9
COC(=O)C(O)(c1ccc(N(C)C(=O)c2cccs2)cc1)C(F)(F)F (configuration not stated),-1.9,7.6,-2.4,1.6,1.6,100.0,8.3,-0.5,-10.0,-1.0
Clc1cccc(C2NCCc3[nH]cnc32)c1 (configuration not stated),-0.9,6.2,-2.8,-0.6,-0.9,90.0,·,2.3,6.5,9.4
N#Cc1c(N2CCNCC2)nc(-c2ccco2)c2c1CCCC2,2.0,-0.5,4.4,-1.5,-9.2,95.0,-4.7,-1.0,-3.8,-18.3
COc1cc(CC2(CCc3ccncc3)C(=O)N(C)C(=O)N(C)C2=O)cc(OC)c1OC,1.4,19.6,-2.7,0.2,2.9,94.0,-4.7,-1.4,4.7,-6.3
Cc1cccc(OP(N)(N)=O)c1C,0.1,19.8,-9.3,0.3,0.1,96.0,-8.1,-0.6,-3.4,1.0
COc1ccc(CCn2c(O)c(C=NCCCn3ccnc3)c(=O)[nH]c2=O)cc1OC,-1.3,0.8,0.8,1.3,0.5,102.0,-3.9,3.8,2.8,1.4
COC(=O)Cn1cc(/C=C2\C(=O)NC(=O)N(c3ccccc3)C2=O)c2ccccc21,-1.0,5.9,24.3*,11.8,12.1,101.0,-2.2,23.8,17.9,8.2
Brc1ccc(CN2CCNCC2)s1,-0.7,-0.4,-1.0,-0.3,-3.5,94.0,-0.6,0.0,-6.3,3.2
CC(C)CCOP(N)(=O)Oc1ccccc1Cl (configuration not stated),0.5,2.2,-10.0,3.2,-1.5,98.0,-4.0,6.5,0.0,-0.1
O=C(O)C1=CC2c3ccccc3C1c1ccccc12,0.7,9.7,-1.1,2.1,4.2,101.0,-21.8,1.7,3.1,1.8
O=C1NC(=O)N(Cc2ccco2)C(=O)/C1=C/c1cccn1CCOc1ccccc1Cl,2.9,-17.7,0.5,5.5,-0.7,107.0,-17.2,-4.6,8.8,-1.9
O=c1ccc2cc(O[C@@H]3O[C@@H](CO)[C@H](O)[C@@H](O)[C@@H]3O)c(O)cc2o1,-1.9,6.9,4.4,0.6,0.9,100.0,13.2,7.9,-1.6,-4.6
Cc1nc2ccc(Br)cc2c(=O)n1-c1ccc([N+](=O)[O-])c(C(F)(F)F)c1,0.9,4.8,0.8,-1.1,2.1,99.0,-16.5,-2.8,-10.5,2.7
CN(CCc1ccccc1)Cc1ccccc1[N+](=O)[O-],-1.8,-0.2,-4.2,0.3,-7.4,94.0,·,-3.7,0.4,10.4
Cn1c(O)c(Cc2ccc(OCc3ccccc3)cc2)c(=O)n(C)c1=O,1.2,18.0,-13.0,-0.6,0.4,102.0,-20.8,18.7,-6.4,-0.8
Cc1cc(OCC(=O)N2C[C@H]3C[C@@H](C2)c2cccc(=O)n2C3)c2c(C)c(C)c(=O)oc2c1,-0.7,2.7,-1.0,2.9,0.6,102.0,·,0.0,1.7,·
COC(=O)C1=Nc2ccccc2/C1=C\c1c(O)n(C)c(=O)n(C)c1=O,0.2,-13.8,12.1,-0.3,-0.7,133.0,-17.4,-2.2,-6.8,-12.0
COc1cc(C(=O)Nc2ccc(Br)cc2C(=O)c2ccccc2)cc(OC)c1OC,0.7,12.7,0.5,0.7,-2.5,107.0,-5.6,-4.9,-8.5,-12.9
COc1ccc(-n2nnnc2C(c2ccccc2OC(F)(F)F)N2CCC3(CC2)C(=O)NCN3c2ccccc2)cc1 (configuration not stated),·,·,-11.4,1.1,10.1,95.0,-5.4,0.7,-6.7,·
C=CCn1c(O)c(C(C)=Nc2ccc3c(c2)CCC3)c(=O)[nH]c1=O,-0.5,3.4,3.0,0.2,2.7,98.0,-5.2,1.7,3.3,-8.8
O=C1C2CCCN2C(c2cccnc2)N1c1ccc(Cl)c(Cl)c1 (configuration not stated),-1.4,0.1,9.2,0.4,9.9,101.0,·,-0.9,0.9,14.2
O=C1NC(=O)C(=Cc2ccco2)C(=O)N1,0.5,8.7,-16.4,3.5,-3.8,105.0,-5.1,23.1,9.9,-4.6
CCC1(CCc2ccncc2)C(=O)NC(=O)NC1=O,0.3,12.1,0.4,-0.6,4.8,103.0,-4.9,1.3,5.0,1.6
Cn1c(N)c(C(=O)COC(=O)Cc2ccccc2)c(=O)n(C)c1=O,-1.5,11.0,-2.9,2.4,-4.2,97.0,-4.9,-5.9,1.2,7.4

# These rows are one share of the data. The share of hits here may be higher or lower than overall.
